VLA-4 inh – inhibition in human VLA-4 binding assay, primary screen, VLA-4 allosteric modulator project, MLPCN library, flow cytometry, VLA-4 expressing cells. Integrin alpha-4 (Homo sapiens), P13612. ligand binding flow cytometry. inhibition, % (about 7 µM as worked out from the volumes in the protocol). 330,000 compounds, 0.2% hits. AID 2557, 2010; in the data active = inhibition above about 50%
PP1 inh – PP1-alpha phosphatase inhibitors, primary screen, counter-screen for PP5 inhibitor project, biochemical, fluorescence, OMFP substrate, single point; AID 2235, 2010; 320,000 compounds, 0.9% hits; inhibition, % at 6.7 µM; purified PP1alpha; Serine/threonine-protein phosphatase PP1-alpha catalytic subunit (Homo sapiens), P62136;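 active = inhibition above the mean inhibition of all tested compounds plus 3 SD, computed separately for each screening campaign, cut at about 15% in these data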
Target sequence (P62136 whole entry, looked up): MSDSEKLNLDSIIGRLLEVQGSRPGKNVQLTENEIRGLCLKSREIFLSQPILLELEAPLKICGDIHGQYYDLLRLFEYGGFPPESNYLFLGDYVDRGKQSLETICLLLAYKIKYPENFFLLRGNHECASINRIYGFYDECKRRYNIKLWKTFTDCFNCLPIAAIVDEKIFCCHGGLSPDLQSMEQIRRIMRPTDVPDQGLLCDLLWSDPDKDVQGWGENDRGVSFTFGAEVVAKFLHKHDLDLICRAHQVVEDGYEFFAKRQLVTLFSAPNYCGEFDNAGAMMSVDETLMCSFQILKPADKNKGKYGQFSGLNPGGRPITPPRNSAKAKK
GRK2 inh – compounds blocking aptamer binding on GRK2 – biochemical, human GRK2, bead flow cytometry, HTS, primary screen; 330,000 compounds, 0.59% hits; inhibition of aptamer binding, % at 10 µM; Beta-adrenergic receptor kinase 1 (Homo sapiens), P25098; FAM-aptamer displacement from GRK2; AID 488847, 2010;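 active = inhibition of aptamer binding above 40%, roughly 3 SD of noise, on plates passing a quality check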;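 also: median bead fluorescence of bound FAM aptamer so fluorescent compounds give negative values; no value below 0 was filed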
procasp7 counter – procaspase-7 activators, primary screen, counter-screen for procaspase-3 activator project, biochemical, absorbance, HTS, human; Caspase-7 (Homo sapiens), P55210; recombinant procaspase-7, Ac-DEVD-pNA absorbance 405 nm; D23A/D198A/D206A triple mutant, cannot self-cleave; scale: DMSO 0, 5 µM enzyme 100; activation, % at 8.5 µM; 330,000 compounds, 0.093% hits; AID 463210, 2010;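 active = percent activation above the screen-wide mean plus 3 SD, cut at about 25% in these data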
Target sequence (P55210 whole entry D23A/D198A/D206A): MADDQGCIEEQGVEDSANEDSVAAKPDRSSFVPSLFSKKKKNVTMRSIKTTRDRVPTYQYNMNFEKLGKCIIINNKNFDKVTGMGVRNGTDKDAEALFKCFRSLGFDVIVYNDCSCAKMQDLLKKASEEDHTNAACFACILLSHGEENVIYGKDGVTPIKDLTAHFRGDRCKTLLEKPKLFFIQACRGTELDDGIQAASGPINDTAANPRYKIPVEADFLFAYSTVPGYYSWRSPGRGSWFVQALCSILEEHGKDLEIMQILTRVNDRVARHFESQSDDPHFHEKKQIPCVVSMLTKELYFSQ
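buffer or medium = Zinc-free HEPES/NaCl buffer, pH 7.4 | material = Procaspase-7 triple mutant (PC-7 D3A) | input = 2 µM procaspase-7 mutant as dispensed | signal = Epi-absorbance of released pNA at 405 nm, two timepoints | timing = 1 h preincubation, 2 h reaction | replicates = singlicate compound testing | evaluation = % activation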
core dimer inh – inhibitors of HCV core protein dimerization, primary screen, biochemical, TR-FRET, high-throughput | AID 1899, 2009 | 300,000 compounds, 0.33% hits | inhibition, % at 5 µM | TR-FRET GST/Flag-core106 dimerization, 1536-well;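 active = inhibition above the mean of all tested compounds plus 3 SD, set per screening campaign, cut at about 45% in these data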
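assay system = GST-tagged and Flag-tagged HCV core protein residues 1-106 | controls = unlabelled core106 and no-GST-core106 wells | incubation = compound-protein-antibody incubation 4 h at 22.5 °C | probe or stimulus = Eu donor and XL665 acceptor anti-tag antibodies | read-out = % inhibition based on acceptor/donor emission ratio | signal = TR-FRET 671 and 617 nm emission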
Fh CTSL1 inh – Fasciola hepatica cathepsin L1 inhibitors, primary screen, counter-screen for PFM18AAP inhibitor project, biochemical, QFRET, fluorogenic peptide substrate; recombinant F. hepatica cathepsin L1, Z-Leu-Arg-MCA fluorescence; inhibition, % at 5.96 µM; 300,000 compounds, 0.49% hits; AID 1906, 2009;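 active = inhibition above the mean of all tested compounds plus 3 SD, set per screening campaign, cut at about 17% in these data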;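 also: 0% = plate median of test compound wells and 100% = 1 µM Z-Phe-Ala-diazomethylketone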
proCasp3 act – activators of human procaspase-3 D3A mutant, primary screen, biochemical, absorbance, PC-3 D3A mutant, single concentration; recombinant procaspase-3 D3A, Ac-DEVD-pNA absorbance 405 nm; Caspase-3 (Homo sapiens), P42574; AID 463141, 2010; 330,000 compounds, 0.11% hits; activation, % at 8.5 µM;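 active = activation above the mean of all tested compounds plus 3 SD, cut at about 21% in these data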;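 also: 0% = DMSO alone and 100% = DMSO wells spiked with extra 5 µM PC-3 D3A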
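Assay system – Procaspase-3 D3A mutant, all three cleavage aspartates alanine · Controls – DMSO-only low control, 5 µM PC-3 D3A high control · Schedule – 1 h compound preincubation, 2 h substrate hydrolysis at 25 °C · Signal – 405 nm absorbance of p-nitroaniline, reads at 0 and 120 min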
PP5 primary – PP5 phosphatase inhibitors, primary screen, biochemical, fluorescence | Serine/threonine-protein phosphatase 5 (Homo sapiens), P53041 | purified PP5c, OMFP substrate fluorescence | inhibition, % at 6.7 µM | 320,000 compounds, 0.18% hits;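 active = inhibition above the campaign's mean inhibition across all tested compounds plus 3 SD, cut at about 9.5% in these data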;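 also: 0% = DMSO only and 100% = 100 µM cantharidin control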
JMJD2C inh – inhibitors of GASC-1 histone demethylase, primary screen, biochemical, fluorescence, DELFIA europium; GST-JMJD2C(1-420) H3K9me3 demethylation; 330,000 compounds, 0.069% hits; inhibition, % at 2.35 µM; Lysine-specific demethylase 4C (Homo sapiens), Q9H3R0;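 active = more than half of a compound's replicate wells show inhibition beyond 50%, single wells judged on their own value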;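 also: signal counts dimethyl H3K9 product captured on neutravidin plate; 0% = median of DMSO wells and 100% = 0.3 times that DMSO median; strong numbers were not always called active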
Target sequence (Q9H3R0 1-420 limits assumed): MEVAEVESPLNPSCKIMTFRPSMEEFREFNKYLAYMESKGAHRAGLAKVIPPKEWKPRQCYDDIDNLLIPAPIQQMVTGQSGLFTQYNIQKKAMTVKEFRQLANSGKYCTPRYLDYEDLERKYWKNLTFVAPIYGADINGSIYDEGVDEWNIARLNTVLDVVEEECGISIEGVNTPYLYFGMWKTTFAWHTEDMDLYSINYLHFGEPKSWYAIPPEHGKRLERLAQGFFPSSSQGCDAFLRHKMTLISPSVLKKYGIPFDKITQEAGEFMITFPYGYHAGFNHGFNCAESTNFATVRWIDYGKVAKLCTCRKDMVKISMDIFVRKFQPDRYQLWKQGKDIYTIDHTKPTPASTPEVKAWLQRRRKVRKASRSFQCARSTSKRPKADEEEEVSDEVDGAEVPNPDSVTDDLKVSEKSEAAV
* hit, by the source's call; & = joins results of further samples.

Start of the listing, in advance (3 entries):
What do the screens show for `CCc1nc(C#N)c(N2CCOCC2)o1`?
VLA-4 inh: 11; PP1 inh: 0; GRK2 inh: 0; procasp7 counter: 2; core dimer inh: -12; Fh CTSL1 inh: 0; proCasp3 act: 0; PP5 primary: 2.3; JMJD2C inh: -6

Results for CN1C(C(=O)Nc2ccc(OC(F)(F)F)cc2)=CC(c2ccco2)=NS1(=O)=O ?
VLA-4 inh: 8; PP1 inh: 2; GRK2 inh: 1; procasp7 counter: 0; core dimer inh: 4; Fh CTSL1 inh: -1; proCasp3 act: -3; PP5 primary: 4.2; JMJD2C inh: -24

Results for Cc1cc(C(=O)Nn2c(C3CCCCC3)nc3ccccc3c2=O)ccc1[N+](=O)[O-] ?
VLA-4 inh: 4; PP1 inh: -2; GRK2 inh: 0; procasp7 counter: 1; core dimer inh: 6; Fh CTSL1 inh: 3; proCasp3 act: 0; PP5 primary: 3.0; JMJD2C inh: 1

The whole of this part (from the top)
What do the screens show for `CCc1nc(C#N)c(N2CCOCC2)o1`?
VLA-4 inh: 11; PP1 inh: 0; GRK2 inh: 0; procasp7 counter: 2; core dimer inh: -12; Fh CTSL1 inh: 0; proCasp3 act: 0; PP5 primary: 2.3; JMJD2C inh: -6

Results for CN1C(C(=O)Nc2ccc(OC(F)(F)F)cc2)=CC(c2ccco2)=NS1(=O)=O ?
VLA-4 inh: 8; PP1 inh: 2; GRK2 inh: 1; procasp7 counter: 0; core dimer inh: 4; Fh CTSL1 inh: -1; proCasp3 act: -3; PP5 primary: 4.2; JMJD2C inh: -24

Results for Cc1cc(C(=O)Nn2c(C3CCCCC3)nc3ccccc3c2=O)ccc1[N+](=O)[O-] ?
VLA-4 inh: 4; PP1 inh: -2; GRK2 inh: 0; procasp7 counter: 1; core dimer inh: 6; Fh CTSL1 inh: 3; proCasp3 act: 0; PP5 primary: 3.0; JMJD2C inh: 1

How did C=CCNC(=O)C1(S(=O)(=O)c2ccccc2)CC=CC1 do in these assays?
VLA-4 inh: 15; PP1 inh: -1; GRK2 inh: 0; procasp7 counter: -1; core dimer inh: -5; Fh CTSL1 inh: -4; proCasp3 act: 14; PP5 primary: -0.5; JMJD2C inh: 2

Results for COc1cc(CN2CC(=O)N(c3ccccc3Cl)C2=S)cc(OC)c1OC ?
VLA-4 inh: 1; PP1 inh: 4; GRK2 inh: 1; procasp7 counter: -20; core dimer inh: -4; Fh CTSL1 inh: 1; proCasp3 act: -15; PP5 primary: 3.1; JMJD2C inh: 0

Results for CC(C)c1ccc(C2(C)NC(=O)N(CC(=O)NC3(C#N)CCCC3)C2=O)cc1 (configuration not stated) ?
VLA-4 inh: -2; PP1 inh: 0; GRK2 inh: 0; procasp7 counter: 17; proCasp3 act: 0; PP5 primary: -1.1; JMJD2C inh: -1

What do the screens show for `CC1(c2ccc(Cl)cc2)NC(=O)N(CC(=O)Nc2ccc(F)cc2)C1=O` (configuration not stated)?
VLA-4 inh: 7; PP1 inh: 0; GRK2 inh: 1; procasp7 counter: 1; core dimer inh: -2; Fh CTSL1 inh: -1; proCasp3 act: 12; PP5 primary: 0.8; JMJD2C inh: -1

Results for CC(C)c1nnc(SCC(=O)N2CCN(C(=O)c3ccco3)CC2)n1N ?
VLA-4 inh: -1; PP1 inh: -1; GRK2 inh: 1; procasp7 counter: 2; core dimer inh: -3; Fh CTSL1 inh: -6; proCasp3 act: -2; PP5 primary: 1.5; JMJD2C inh: -1

Results for C/C(NC1CCCCC1)=C(/C#N)C(=O)NCCN1CCOCC1 ?
VLA-4 inh: 15; PP1 inh: 0; GRK2 inh: 7; procasp7 counter: 1; core dimer inh: -8; Fh CTSL1 inh: -1; proCasp3 act: 2; PP5 primary: -0.1; JMJD2C inh: 6

Results for O=C(NCc1ccccc1)c1ccc(NC(=O)c2ccco2)cc1 ?
VLA-4 inh: 1; PP1 inh: 1; GRK2 inh: 0; procasp7 counter: -1; core dimer inh: -11; Fh CTSL1 inh: 2; proCasp3 act: -6; PP5 primary: 3.1; JMJD2C inh: -2

Results for Cc1ccccc1N(CC(=O)NC1CCCC1)C(=O)c1oc(C(C)(C)C)cc1C ?
VLA-4 inh: -10; PP1 inh: 1; GRK2 inh: 2; procasp7 counter: 6; core dimer inh: -6; Fh CTSL1 inh: 6; proCasp3 act: 1; PP5 primary: 4.5; JMJD2C inh: 59

What do the screens show for `Cc1ccccc1C(=O)O/N=C/c1c(N2CCOCC2)n(C)c2ccccc12`?
VLA-4 inh: 4; PP1 inh: -2; GRK2 inh: 9; procasp7 counter: 5; core dimer inh: 7; Fh CTSL1 inh: 2; proCasp3 act: 1; PP5 primary: 2.2; JMJD2C inh: -6

How did CN(C(=O)CNC(=O)c1ccc(Br)o1)C1CCCCC1 do in these assays?
VLA-4 inh: 10; PP1 inh: -6; GRK2 inh: 0; procasp7 counter: -3; core dimer inh: -2; Fh CTSL1 inh: 2; proCasp3 act: 3; PP5 primary: 5.0; JMJD2C inh: 0

How did Cc1ccc(NC(=O)C2CCCCC2C(=O)O)cc1C (configuration not stated) do in these assays?
VLA-4 inh: -4; PP1 inh: -4; GRK2 inh: 3; procasp7 counter: -1; core dimer inh: -5; Fh CTSL1 inh: 0; proCasp3 act: 14; PP5 primary: 1.2; JMJD2C inh: 2

How did CCCC(C)NC(=O)CSc1nnc(-c2c[nH]c3ccccc23)o1 (configuration not stated) do in these assays?
VLA-4 inh: 9; PP1 inh: -5; GRK2 inh: 0; procasp7 counter: 9; core dimer inh: -2; Fh CTSL1 inh: 0; proCasp3 act: 9; PP5 primary: -0.4; JMJD2C inh: 12

Results for COC(=O)C1C2C=CC3(CN(c4cccc(C)c4)C(=O)C13)O2 (configuration not stated) ?
VLA-4 inh: 5; PP1 inh: -3; GRK2 inh: 3; procasp7 counter: 2; core dimer inh: 3; Fh CTSL1 inh: 5; proCasp3 act: 2; PP5 primary: -1.0; JMJD2C inh: -3

Results for COc1ccc2cc(C(=O)N(C)Cc3ccccc3)[nH]c2c1 ?
VLA-4 inh: 2; PP1 inh: 0; GRK2 inh: 0; procasp7 counter: -9; core dimer inh: -5; Fh CTSL1 inh: 2; proCasp3 act: 11; PP5 primary: -1.5; JMJD2C inh: -2

Results for Cc1ccc(-c2nc(CS(=O)CC(=O)NCc3ccc(F)cc3)c(C)o2)cc1 (configuration not stated) ?
VLA-4 inh: 24; PP1 inh: -5; GRK2 inh: 5; procasp7 counter: 13; core dimer inh: -1; Fh CTSL1 inh: -3; proCasp3 act: 3; PP5 primary: -0.8; JMJD2C inh: 2

Results for Cc1ccc(CNc2ccc3c(c2)ncn3C(C)C)cc1 ?
VLA-4 inh: -5; PP1 inh: -4; GRK2 inh: 5; procasp7 counter: -15; core dimer inh: -2; Fh CTSL1 inh: -8; proCasp3 act: -4; PP5 primary: -2.7; JMJD2C inh: -1

Results for CCOC(=O)C1=C(C)Nc2ccccc2N=C1NC(=O)c1cccc(S(=O)(=O)N(C)C)c1 ?
VLA-4 inh: 15; PP1 inh: 1; GRK2 inh: 0; procasp7 counter: 14; core dimer inh: 2; Fh CTSL1 inh: -1; proCasp3 act: 2; PP5 primary: 1.8; JMJD2C inh: -5&-3

What do the screens show for `O=C(NCc1ccco1)C1CCCN(S(=O)(=O)c2ccccc2)C1` (configuration not stated)?
VLA-4 inh: -2; PP1 inh: 4; GRK2 inh: 2; procasp7 counter: -6; core dimer inh: -2; Fh CTSL1 inh: 4; proCasp3 act: 4; PP5 primary: 1.4; JMJD2C inh: 15

How did CCOC(=O)/C(=N\Nc1cc(C(F)(F)F)ccc1Cl)N(CC)CC do in these assays?
VLA-4 inh: -1; PP1 inh: 4; GRK2 inh: 2; procasp7 counter: 6; core dimer inh: -2; Fh CTSL1 inh: 2; proCasp3 act: 0; PP5 primary: 3.2; JMJD2C inh: -8

Results for CCn1c(CNC(=O)c2ccc3c(c2)OCO3)nnc1SCC(=O)Nc1cc(C)ccc1OC ?
VLA-4 inh: -3; PP1 inh: 0; GRK2 inh: 2; procasp7 counter: -6; core dimer inh: 8; Fh CTSL1 inh: -6; proCasp3 act: -7; PP5 primary: 1.5; JMJD2C inh: -19

Results for Cc1cccc(CC(=O)NC2CCS(=O)(=O)C2)c1 (configuration not stated) ?
VLA-4 inh: -18; PP1 inh: -2; GRK2 inh: 0; procasp7 counter: 2; core dimer inh: -6; Fh CTSL1 inh: 0; proCasp3 act: 1; PP5 primary: -2.5; JMJD2C inh: 143

Results for CCN(CC)S(=O)(=O)c1ccc(OC)c(NC(=O)c2ccc(OC)c([N+](=O)[O-])c2)c1 ?
VLA-4 inh: 9; PP1 inh: 0; GRK2 inh: 0; procasp7 counter: -11; core dimer inh: 5; Fh CTSL1 inh: -1; proCasp3 act: 7; PP5 primary: 3.3; JMJD2C inh: 4

What do the screens show for `COC(=O)C(CC(=O)c1ccc(Br)cc1)n1cccn1` (configuration not stated)?
VLA-4 inh: -15; PP1 inh: 5; GRK2 inh: 3; procasp7 counter: -19; core dimer inh: -5; Fh CTSL1 inh: 0; proCasp3 act: 0; PP5 primary: -0.3; JMJD2C inh: -38

What do the screens show for `Cc1cccc(OCc2nnc(SCC(=O)N3CCCCC3)o2)c1`?
VLA-4 inh: 11; PP1 inh: 0; GRK2 inh: 0; procasp7 counter: -1; core dimer inh: 7; Fh CTSL1 inh: -2; proCasp3 act: -2; PP5 primary: -0.6; JMJD2C inh: 0

Results for CCOc1ccc(/C=N/OCC(=O)Nc2cc(S(=O)(=O)N3CCOCC3)ccc2OC)cc1 ?
VLA-4 inh: 2; PP1 inh: 3; GRK2 inh: 0; procasp7 counter: -14; core dimer inh: -6; Fh CTSL1 inh: 0; proCasp3 act: -11; PP5 primary: 0.0; JMJD2C inh: 13

Results for CCCCNC1CCS(=O)(=O)C1 (configuration not stated) ?
VLA-4 inh: -5; PP1 inh: -1; GRK2 inh: 0; procasp7 counter: 13; core dimer inh: -3; Fh CTSL1 inh: 3; proCasp3 act: 9; PP5 primary: 0.1; JMJD2C inh: 7
